AddAB inh – less growth of phage-infected E. coli with AddAB | E. coli expressing H. pylori AddAB, absorbance growth | inhibition, % at 11.9 µM | 330,000 compounds, 0.29% hits | AID 435030; in the data active = inhibition above about 12%;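 also: 0% = vehicle wells of infected cells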
CAL PDZ FP – human CAL PDZ-peptide interaction inhibition; 330,000 compounds, 0.02% hits; Q9HD26; inhibition, % at 20 µM; purified CAL PDZ, TMR-peptide fluorescence polarization, 1 h;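 active = highest replicate inhibition of at least 40%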;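 also: plate controls were DMSO neutral control wells for no effect and unlabeled competitor peptide control wells for full effect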
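material = purified tagged CAL PDZ domain construct (CerCALP) | compound dosing = 20 µM, one dose | times = 1 h at RT | measured by = fluorescence polarization from S- and P-plane intensities, G-factor corrected | read-out = inhibition from polarization loss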
DAGLB inh – blocks human DAGLB lipase activity; inhibition, % at 5.17 µM; 340,000 compounds, 0.059% hits; AID 504411; HEK293T DAGLB membrane lysate, EnzChek fluorogenic substrate; in the data active = inhibition above about 34%;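 also: 0% = enzyme with vehicle and 100% = wells lacking enzyme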
Target sequence (Q8NCG7 whole entry, looked up): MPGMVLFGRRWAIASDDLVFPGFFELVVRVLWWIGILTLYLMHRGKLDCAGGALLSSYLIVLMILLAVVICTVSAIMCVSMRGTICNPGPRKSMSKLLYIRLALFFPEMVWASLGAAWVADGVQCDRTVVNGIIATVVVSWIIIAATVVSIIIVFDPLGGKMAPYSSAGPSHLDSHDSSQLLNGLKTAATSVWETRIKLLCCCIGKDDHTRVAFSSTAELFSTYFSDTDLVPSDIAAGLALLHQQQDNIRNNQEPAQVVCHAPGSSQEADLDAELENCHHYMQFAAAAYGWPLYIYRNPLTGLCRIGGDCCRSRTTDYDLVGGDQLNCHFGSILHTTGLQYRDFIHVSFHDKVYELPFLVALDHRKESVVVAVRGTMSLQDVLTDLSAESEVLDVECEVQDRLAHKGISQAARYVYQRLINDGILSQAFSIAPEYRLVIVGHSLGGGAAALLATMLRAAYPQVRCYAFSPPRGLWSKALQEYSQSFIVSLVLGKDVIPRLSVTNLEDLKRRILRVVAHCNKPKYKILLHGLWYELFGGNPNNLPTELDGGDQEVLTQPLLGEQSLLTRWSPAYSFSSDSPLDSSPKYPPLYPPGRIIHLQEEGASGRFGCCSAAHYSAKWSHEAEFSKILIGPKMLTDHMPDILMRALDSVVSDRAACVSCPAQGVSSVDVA
Tat transport – blocks Tat-dependent protein export in E. coli. E. coli MC4100 TorA-mCherry Tat export, fluorescence. inhibition, % at 10 µM. 340,000 compounds, 0.036% hits. AID 488895;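 active = mean replicate inhibition at least 50% and at least half of replicates individually reaching 50%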;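 also: exported cargo escapes ClpAP degradation while cytoplasmic cargo is degraded and loses fluorescence; 0% = median of neutral control wells and 100% = median of NaSCN control wells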
Rtt109 Vps75 – inhibitors of Candida albicans Rtt109/Vps75 histone acetyltransferase; Q5AAJ8; purified Rtt109/Vps75, ThioGlo CoA-SH fluorescence, 4 h; inhibition, % at 34.9 µM; 330,000 compounds, 0.16% hits;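 active = inhibition of at least 50% in every replicate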
PvdQ acylase – P. aeruginosa PvdQ acylase inhibition; purified PvdQ acylase, fluorescence plate reader; inhibition, % at 10 µM; 340,000 compounds, 0.063% hits; in the data active = inhibition above about 30%, passing the limit was not always enough;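 also: 0% = vehicle neutral wells and 100% = reference inhibitor wells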
phage Ecoli inh – E. coli growth loss with phage present. growth absorbance. 360,000 compounds, 0.26% hits. inhibition, % at 11.9 µM. AID 651602; in the data active = inhibition above about 11%
E coli growth – counter-screen for AddAB inhibitors: E. coli growth inhibition | E. coli V3065 growth, OD600 absorbance, 18 h | inhibition, % at 11.9 µM | 330,000 compounds, 0.27% hits | AID 449728;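 active = inhibition above the campaign's mean inhibition across all tested compounds plus 3 SD, cut at about 9.9% in these data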;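 also: uninfected addAB+ strain grown without phage in ampicillin broth; 0% = DMSO wells and 100% = ciprofloxacin 0.95 µg/ml wells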
Wnt act – Wnt/beta-catenin pathway activation; activation, % at 9.35 µM; AID 743398; Wnt/beta-catenin reporter cell assay, activator, plate reader; 300,000 compounds, 1.2% hits; in the data active = activation above about 30%, passing the limit was not always enough;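 also: 0% = neutral control wells and 100% = positive control wells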
PfHsp90 yeast 2 – reduces growth (ATP signal) of yeast expressing P. falciparum Hsp90; S. cerevisiae expressing PfHsp90, BacTiter-Glo ATP, 48 h; yeast lacking PDR1 and PDR3 efflux regulators; inhibition, % at 9.4 µM; 310,000 compounds, 0.32% hits;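 active = every replicate shows inhibition above about 80%, whatever the replicate mean, limit read from the data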;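 also: 0% = DMSO neutral controls and 100% = 20 µM radicicol positive controls; yeast relying on Plasmodium falciparum Hsp90 in place of its own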
An asterisk follows results filed as active; / = not tested or not shown.

no.	Compound	Tat transport	CAL PDZ FP	phage Ecoli inh	Rtt109 Vps75	E coli growth
1	O=S(=O)(NCc1ccccc1)c1ccc(S(=O)(=O)N(Cc2ccccn2)Cc2ccco2)cc1	-2	-1.9	0.2	/	-2.1
2	CC(C)c1ccc(C(=O)NCCCN2CCN(CCCNC(=O)c3ccc(C(C)C)cc3)CC2)cc1	6	-1.1	4.7	4	-2.6
3	Cn1c(CNC(=O)C(Cc2ccccc2)NC(=O)c2ccccc2)cc(=O)n(C)c1=O (configuration not stated)	-4	-2.1	1.9	-3	-0.7
4	Cc1cccc(NC(=S)N2CCC(C(=O)c3ccc(F)cc3)CC2)c1C	1	-1.7	3.1	-1	-3.0
5	COc1ccc(-c2cccc(C3CC=CC4C3C(=O)N(Cc3ccccc3)C4c3ccc4ccccc4c3)c2)cc1 (configuration not stated)	-12	0.9	-0.7	8	-1.7
6	Cc1cccc(NC(=O)c2cc3n(n2)C(C(F)(F)F)CC(c2ccc4c(c2)OCO4)N3)c1 (configuration not stated)	2	-1.4	5.4	1	2.1
7	CC1(C2CC2)NC(=O)N(CC(=O)Nc2ccc(C(F)(F)F)cc2)C1=O (configuration not stated)	-16	-1.0	2.9	4	0.2
8	CNc1nc(OCC(F)(F)F)nc(OCC(F)(F)F)n1	5	-1.0	1.1	-4	1.3
9	Cc1nc(C#N)c(N/N=C/c2cccc(Cl)c2)o1	5	0.4	4.2	1	1.7
10	O=C(Nc1ccccc1)c1ccc2ccccc2n1	2	-1.4	4.3	-7	-0.1
11	CCCC(=O)N(c1ccc2oc(=O)sc2c1)S(=O)(=O)c1ccccc1	-3	0.1	1.7	34	-1.0
12	Cc1cc(NS(=O)(=O)c2ccc(NC(=S)NCc3ccccc3)cc2)no1	-14	-0.6	3.3	4	0.1
13	COc1ccc(Cn2ccnc2CO)cc1[N+](=O)[O-]	5	0.0	3.4	-6	1.3
14	O=C(Cn1c(=O)oc2ccccc21)Nc1ccc(Cl)cc1Cl	2	-3.2	0.3	6	2.0
15	O=C(O)c1cc(-c2ccccc2)n(-c2ccccc2)n1	5	-0.7	1.7	-2	0.7

no.	DAGLB inh	PfHsp90 yeast 2	Wnt act	PvdQ acylase	AddAB inh
1	-5	-13	-6	9	2.0
2	-3	6	-4	-9	1.3
3	2	10	-1	2	-1.5
4	-1	6	1	-8	0.6
5	-12	/	-5	-12	1.9
6	-6	-16	/	4	-1.3
7	0	10	-3	-11	1.3
8	0	-11	-2	-12	0.3
9	1	10	28	-3	3.2
10	-12	-13	-1	0	1.6
11	17	-7	/	2	0.5
12	2	17	-1	-12	1.8
13	1	-3	-2	-1	2.7
14	-1	-4	0	-1	0.9
15	2	3	-2	-10	3.3

The list continues.
no.	Compound	Tat transport	CAL PDZ FP	phage Ecoli inh	Rtt109 Vps75	E coli growth
16	O=S(=O)(Cc1ccccc1)CS(=O)(=O)Cc1ccccc1	-6	-1.0	3.9	-20	/
17	CC(C)(C)c1ccc(C(=O)O)c(C(=O)c2ccccc2)c1	4	-2.4	2.4	-4	2.7
18	COc1cc(C(=O)N/C(=C\c2cn(C)c3ccccc23)C(=O)N2CCN(C)CC2)cc(OC)c1OC	-8	-1.1	2.7	5	/
19	CC1(C)C2([N+](=O)[O-])CN3CC1([N+](=O)[O-])CN(C2)C3C(O)C(O)C(O)CO (configuration not stated)	37	0.0	1.9	-2	2.1
20	O=C1CN(C(=O)COC(=O)c2ccccc2O)c2ccccc2N1	-1	0.2	2.6	8	0.7
21	N#CCC(=O)c1ccccc1Oc1ccc(Cl)cc1	-4	-1.0	1.5	-8	-2.7
22	CCO[C@@H]1OC(C(=O)NCc2ccccc2)=C[C@H](c2ccc3c(c2)OCO3)[C@H]1CCCO	-3	-0.2	1.2	13	-1.8
23	CCOc1cc(C(=O)NCC(C)(C)CNC(=O)c2cc(OCC)c(OCC)c(OCC)c2)cc(OCC)c1OCC	/	/	-0.3	/	-2.4
24	O=C(Nc1cccc(NC(=O)c2ccc(Cl)cc2)n1)c1ccc(Cl)cc1	24	-0.6	-0.6	1	-0.7
25	Nc1nc(CSc2ncccn2)nc(Nc2ccccc2)n1	-1	0.7	2.3	6	-1.8
26	CCc1ccc(CN2C(=O)c3ccccc3C2C(=O)NCc2cccnc2)cc1 (configuration not stated)	-2	-2.3	-1.3	-5	-1.8
27	COC(=O)c1c(C)[nH]c(C(=O)NCCc2ccc(S(N)(=O)=O)cc2)c1C	0	-3.7	-0.5	-8	0.6
28	Clc1ccc(C2CC(c3cccs3)n3ncnc3N2)cc1 (configuration not stated)	/	/	1.5	/	0.3
29	CN1CCc2cc(O)c(O)cc2C(c2ccccc2)C1 (configuration not stated)	1	0.7	3.0	7	-1.6
30	COc1cccc(CC(=S)N2CCOCC2)c1	-4	-0.5	1.2	-2	3.3

no.	DAGLB inh	PfHsp90 yeast 2	Wnt act	PvdQ acylase	AddAB inh
16	-3	-5	-8	4	/
17	5	41	-2	-12	2.6
18	-3	7	1	-3	/
19	2	29	3	-1	-0.4
20	1	-17	-2	-5	0.1
21	18	-12	-3	-8	1.1
22	0	5	-4	0	0.3
23	/	/	-3	/	-4.5
24	1	1	-2	4	2.0
25	4	7	/	-12	1.3
26	-1	-2	-11	-12	-3.5
27	0	7	1	-7	3.8
28	/	/	0	/	2.2
29	2	7	-2	6	-3.5
30	0	-7	0	-8	5.0

The listing continues:
no.	Compound	Tat transport	CAL PDZ FP	phage Ecoli inh	Rtt109 Vps75	E coli growth
31	COc1ccc(COC(=O)CCNC(=O)c2ccc(Cl)cc2)cc1	-2	-1.8	1.4	-4	1.0
32	Cn1c2ccccc2c2ncn(CCC3=CCCCC3)c(=O)c21	-5	-2.5	0.2	1	-2.1
33	Cc1ccc(S(=O)(=O)N(C)CC(=O)Nc2ncccc2C)cc1	-6	0.9	6.5	-1	3.8
34	CCCCCCCn1c(=O)c(C(=O)OC)c(N)c2ccccc21	13	-1.7	-1.2	-7	0.5
35	COc1ccc2c(c1)CCc1c(C(=O)Nc3cc(C)n(Cc4ccc(Cl)cc4)n3)noc1-2	12	0.5	1.9	3	1.2
36	CC(CNC(=O)Cn1ccc(NC(=O)OCc2ccccc2)nc1=O)c1ccccc1 (configuration not stated)	12	-0.2	3.2	3	1.2
37	O=[N+]([O-])c1cc(S(=O)(=O)N2CCOCC2)ccc1NS(=O)(=O)c1ccccc1	-3	-0.2	1.0	-6	-0.6
38	COc1ccc(/C=N/Nc2cc(N3CCOCC3)ncn2)c(OC)c1	-6	-0.7	0.8	-2	-0.2
39	O=C(Cn1c(=O)n(CCCCC(=O)NC2CCCC2)c(=O)c2ccccc21)NCCC1=CCCCC1	3	-1.1	1.2	7	-1.8
40	COC1=Cc2c(ccc3ccc(=O)oc23)OC1(C)C	-6	-1.7	2.2	-5	-2.1
41	CCN(c1ccccc1)S(=O)(=O)c1cc2c(cc1C)n(C)c(=O)c(=O)n2C	2	0.0	3.5	9	-1.1
42	Cc1ccc(C)c(NC(=O)C2CCCC2)c1	9	-0.5	2.7	1	0.3
43	O=C(Cn1nnc2ccccc21)OCC(=O)c1ccc(Cl)cc1	/	/	0.9	/	0.9
44	COC(=O)Cn1cnc2c(Cl)nc(F)nc21	-15	-9.8	3.2	-3	0.4
45	Cc1cccc(-n2[nH]c(C)c(C=Nc3ccc4[nH]c(=O)[nH]c4c3)c2=O)c1	3	0.4	0.4	5	3.7

no.	DAGLB inh	PfHsp90 yeast 2	Wnt act	PvdQ acylase	AddAB inh
31	1	4	-2	-8	2.5
32	-8	7	/	-8	-1.6
33	0	11	-2	11	-0.9
34	-3	1	-1	-14	2.3
35	-2	-59	/	-15	1.1
36	1	6	-4	-11	2.3
37	1	18	0	0	-0.1
38	-1	0	0	1	-2.4
39	-1	-8	16	-9	2.6
40	-1	22	/	2	-1.9
41	3	28	1	-12	5.3
42	3	-4	4	-6	4.3
43	/	/	0	/	2.7
44	-2	2	-1	-4	0.9
45	-1	5	1	6	4.7

Continuation.
no.	Compound	Tat transport	CAL PDZ FP	phage Ecoli inh	Rtt109 Vps75	E coli growth
46	COC(=O)c1cc(-c2c(C)nn(-c3ccccc3)c2C)n[nH]1	1	-1.3	0.2	-10	1.0
47	Cc1cc(OCC(=O)OCC(=O)c2c(N)n(C)c(=O)n(C)c2=O)ccc1Cl	6	-0.6	-0.9	7	-1.0
48	Cc1nn2c(N3CCN(C4CCCC4)CC3)cc(C(C)(C)C)nc2c1-c1ccccc1	-3	-2.1	2.5	-3	2.1
49	CCOC(=O)c1cnn(-c2ccc(F)cc2)c1N	-6	-1.6	4.3	-10	0.3
50	COc1ccccc1N1C(=O)[C@@H]2C(C(=O)CN3C(=O)c4ccccc4C3=O)=NN[C@@H]2C1=O	/	/	-0.7	/	0.5
51	COc1ccccc1C(CNC(=O)CN1C(=O)NC(C)(c2ccc3ccccc3c2)C1=O)N1CCCC1 (configuration not stated)	2	-0.1	4.0	14	/
52	COc1ccc2c(c1)c(=O)oc1cc3occ(C(C)(C)C)c3cc12	15	-0.6	0.8	-7	-1.1

no.	DAGLB inh	PfHsp90 yeast 2	Wnt act	PvdQ acylase	AddAB inh
46	-3	1	/	-10	2.2
47	0	/	-1	4	-0.4
48	-3	/	/	-1	0.3
49	-1	0	9	-2	-0.5
50	/	/	3	/	1.7
51	2	-14	0	-10	/
52	-1	/	-8	7	4.5

Not a retest: an excerpt of the list.
no.	Compound	Tat transport	CAL PDZ FP	phage Ecoli inh	Rtt109 Vps75	E coli growth
49	CCOC(=O)c1cnn(-c2ccc(F)cc2)c1N	-6	-1.6	4.3	-10	0.3
50	COc1ccccc1N1C(=O)[C@@H]2C(C(=O)CN3C(=O)c4ccccc4C3=O)=NN[C@@H]2C1=O	/	/	-0.7	/	0.5
51	COc1ccccc1C(CNC(=O)CN1C(=O)NC(C)(c2ccc3ccccc3c2)C1=O)N1CCCC1 (configuration not stated)	2	-0.1	4.0	14	/
52	COc1ccc2c(c1)c(=O)oc1cc3occ(C(C)(C)C)c3cc12	15	-0.6	0.8	-7	-1.1

no.	DAGLB inh	PfHsp90 yeast 2	Wnt act	PvdQ acylase	AddAB inh
49	-1	0	9	-2	-0.5
50	/	/	3	/	1.7
51	2	-14	0	-10	/
52	-1	/	-8	7	4.5
